IDE inh – inhibitors of human insulin-degrading enzyme in cells; inhibition, % at 5.59 µM; P14735; AID 434962; 320,000 compounds, 0.41% hits; HEK cells, FAbetaB cleavage, fluorescence polarization;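 active = percent inhibition above the average of all tested compounds plus 3 SD, set per screening campaign, cut at about 16% in these data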;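 note: IDE supplied by intact live HEK cells; FP after avidin binding of uncleaved biotin substrate so inhibition keeps polarization high; 0% = DMSO wells and 100% = 60 µM reference IDE inhibitor Ii1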
Target sequence (P14735 whole entry, looked up): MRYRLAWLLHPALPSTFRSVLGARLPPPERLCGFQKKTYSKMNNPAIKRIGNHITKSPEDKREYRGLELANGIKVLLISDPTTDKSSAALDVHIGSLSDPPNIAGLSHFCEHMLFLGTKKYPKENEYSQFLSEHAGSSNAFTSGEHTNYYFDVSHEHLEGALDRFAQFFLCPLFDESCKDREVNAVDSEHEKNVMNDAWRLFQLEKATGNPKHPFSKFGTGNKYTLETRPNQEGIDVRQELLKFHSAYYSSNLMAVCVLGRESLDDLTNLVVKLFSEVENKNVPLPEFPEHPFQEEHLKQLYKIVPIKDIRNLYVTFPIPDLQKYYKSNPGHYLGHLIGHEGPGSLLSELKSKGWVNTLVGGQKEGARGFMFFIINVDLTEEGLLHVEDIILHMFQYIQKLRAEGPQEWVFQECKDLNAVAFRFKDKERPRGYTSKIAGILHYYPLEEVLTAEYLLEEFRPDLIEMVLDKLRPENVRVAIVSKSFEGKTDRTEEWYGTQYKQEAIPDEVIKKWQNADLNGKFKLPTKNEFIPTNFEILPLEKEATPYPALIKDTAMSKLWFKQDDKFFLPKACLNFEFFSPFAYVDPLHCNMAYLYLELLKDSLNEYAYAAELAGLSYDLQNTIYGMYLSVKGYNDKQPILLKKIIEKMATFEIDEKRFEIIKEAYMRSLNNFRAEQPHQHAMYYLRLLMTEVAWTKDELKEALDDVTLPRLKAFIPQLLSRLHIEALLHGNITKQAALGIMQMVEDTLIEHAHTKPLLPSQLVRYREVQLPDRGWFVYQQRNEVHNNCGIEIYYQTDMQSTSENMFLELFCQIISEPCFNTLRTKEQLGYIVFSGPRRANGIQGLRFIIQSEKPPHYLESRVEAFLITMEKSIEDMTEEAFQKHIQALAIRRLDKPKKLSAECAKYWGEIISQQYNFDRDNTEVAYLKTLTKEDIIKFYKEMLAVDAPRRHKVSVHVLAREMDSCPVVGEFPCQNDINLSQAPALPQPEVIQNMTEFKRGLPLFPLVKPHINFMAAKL
VIM-2 inhibitor – blocks Pseudomonas aeruginosa VIM-2 metallo-beta-lactamase; purified VIM-2, nitrocefin hydrolysis, epi-absorbance fluorescence; inhibition, % at 5.6 µM; 290,000 compounds, 0.89% hits; AID 1527;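 active = inhibition above the mean of all tested compounds plus 3 SD, cutoff set per screening run, cut at about 7.5% in these data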;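 note: red hydrolysis product quenches plate fluorescence so inhibitors raise well fluorescence; 0% = enzyme with DMSO and 100% = DMSO without enzyme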
pCIP destab – compounds decreasing mouse p/CIP protein stability; Q05BA5; F442A p/CIP-EGFP cells, EGFP fluorescence, 16 h; decrease of EGFP signal, % at 10 µM; 290,000 compounds, 0.01% hits;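 active = EGFP signal decrease of at least 30% at 10 µM or well 3 SD below plate mean, unless failing retest; inactive = the rest, including hits failing retest or dose response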; note: some compounds called inactive have numbers as strong as hits; many of its hits are not listed in these tables
IDE cell activ – boosts human insulin-degrading enzyme activity in HEK cells; activation, % at 5.96 µM; 340,000 compounds, 0.073% hits; P14735; FAbeta-B cleavage, fluorescence polarization; 0% vehicle, 100% cell-free pure enzyme wells;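 active = activation above the mean of all tested compounds plus 3 SD, set per screening campaign, cut at about 17% in these data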
UBC9 SUMO inh – inhibitors of human SUMOylation (UBC9). HTRF SUMOylation assay, SAE1/SAE2 + UBC9, in vitro. 290,000 compounds, 0.36% hits. inhibition, % at 35 µM. P63279. AID 2006; in the data active = inhibition above about 50%, passing the limit was not always enough; note: strong numbers were not always called active
HCV NS3 hel inh – inhibitors of Hepatitis C virus NS3 helicase. 290,000 compounds, 0.56% hits. inhibition, % at 10.9 µM. NS3 helicase DNA unwinding, Cy5 molecular beacon fluorescence;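 active = inhibition above the mean of all tested compounds plus 3 SD, set per campaign, cut at about 35% in these data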;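 note: 0% = DMSO wells and 100% = thioflavine S control wells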
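Measured by: Cy5 fluorescence, 0 and 60 min reads / Assay system: NS3 helicase fragment of HCV / Control set: low DMSO, high thioflavine S at 110 µM / Times: 1 h reaction at 25 °C, ATP-initiated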
DNA FID counter – displaces DNA intercalator in HCV helicase counter-screen | DNA fluorescent intercalator displacement, fluorescence | inhibition, % at 7.9 µM | 290,000 compounds, 0.17% hits; in the data active = inhibition above about 37%;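 note: 0% = vehicle and 100% = reference compound; higher means more ethidium bromide displaced from hairpin DNA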
M18AAP inhibitor – PfM18AAP enzyme inhibition; recombinant PfM18AAP, H-Glu-NHMec fluorogenic cleavage; inhibition, % at 7.35 µM; 290,000 compounds, 1.2% hits; AID 1822;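 active = inhibition above the campaign mean inhibition over all tested compounds plus 3 SD, cut at about 28% in these data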;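 note: 0% = plate median of test compound wells and 100% = 2 mM ZnCl2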
IMP-1 inh – blocks Pseudomonas aeruginosa IMP-1 metallo-beta-lactamase | inhibition, % at 5.6 µM | 290,000 compounds, 0.45% hits | purified IMP-1, nitrocefin hydrolysis, epi-absorbance fluorescence | AID 1556;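 active = inhibition above the mean plus 3 SD of all compounds in the same screening run, cut at about 4.5% in these data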;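 note: 0% = IMP-1 with DMSO and 100% = DMSO wells lacking enzyme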
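System: purified IMP-1; amount: IMP-1 0.2 nM before substrate addition; compound: single dose, 5.6 µM; times: 25 °C, 15 min preincubation, 25 min reaction; signal: Epi-absorbance via hydrolysed-nitrocefin quenching of white-plate fluorescence, 480/530 nm, EDTA stop; benchmarks: DMSO with and without IMP-1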
Active calls of the source: *; · = not tested or not shown. Compounds were not picked by outcome. About 3.6% of those tested had a hit in this group.

SMILES	IDE inh	VIM-2 inhibitor	pCIP destab	IDE cell activ	UBC9 SUMO inh	HCV NS3 hel inh	DNA FID counter	M18AAP inhibitor	IMP-1 inh
CSc1nnc2c3ccccc3n(CCc3ccccc3)c2n1	7	-1.5	4	6	32	3	-4	5	-2.6
O=C1NC(=S)N/C1=C\c1cccc([N+](=O)[O-])c1	-3	-5.2	8	0	-2	2	3	-1	-6.4
O=[N+]([O-])c1cccc(S(=O)(=O)NCCc2cccs2)c1	3	-0.8	-1	3	-4	-5	-2	1	-2.9
C[C@H]1C[C@H]2[C@@H]3CCC4=CC(=O)C=C[C@]4(C)[C@@]3(Cl)[C@@H](O)C[C@]2(C)[C@@]1(O)C(=O)CO	6	-5.8	-5	7	-25	3	-18	-5	-3.3
CN(C(=O)C1CCN(S(=O)(=O)c2cccs2)CC1)c1ccccc1	2	0.7	-27	6	7	12	-11	-9	0.7
CCN(CCNC(=O)C1CCN(S(=O)(=O)c2cccc3nsnc23)CC1)c1ccccc1	1	-3.6	-15	3	6	-12	-24	5	-3.5
CCC(=S)/C=C1\Sc2ccccc2N1CCCS(=O)(=O)O	0	5.8	1	-3	-3	21	-36	0	-1.6
OCCNC(=S)NCc1ccccc1	-1	-2.8	-6	·	14	-4	2	-12	-1.4
COc1ccccc1CNCC(c1ccccc1)c1ccccc1	-6	0.4	-6	9	17	-22	13	-10	0.4
O=C(CN1CCOCC1)N1CCN(c2nnc(-c3ccccc3)c3ccccc23)CC1	4	-3.0	-8	-1	8	5	-17	-1	-3.0
COc1ccc(OC)c(S(=O)(=O)NCc2cn3ccsc3n2)c1	-1	-1.2	-11	8	11	8	-3	-1	-1.0
O=C(Nc1nccs1)C1CCN(S(=O)(=O)c2c(Cl)cccc2Cl)CC1	0	-1.1	4	1	10	-1	-10	1	-2.8
O=C(/C=C/c1cccc(F)c1)Nc1nccs1	-2	-1.8	4	6	7	-9	8	-3	-0.7
COc1ccc(CN(C2CCCC2)S(=O)(=O)c2ccc(-n3cnnn3)cc2)cc1	0	1.1	10	8	-26	-10	-21	-4	-3.1
Cc1ccc(C)c2sc(NC(=O)CN3C(=O)CCC3=O)nc12	8	4.3	1	7	23	15	-7	-9	0.4
CC1CC(C)CN(S(=O)(=O)c2ccc(C(=O)Nc3sccc3C(N)=O)cc2)C1 (stereo unspecified)	0	-1.5	7	3	16	-8	1	-1	-3.1
C=CCn1c(SCC(=O)N(CC)CC)nc(O)cc1=O	1	-0.6	7	2	-4	4	-24	-12	-3.1
NC(=O)C[N+]1(CC#CC(O)(c2ccccc2)c2ccccc2)CCCC1	-2	-3.6	-7	4	12	2	1	-5	-3.1
Cc1cc(C)cc(NC(=O)CSc2nnc(CNC(=O)c3cccs3)o2)c1	-2	-1.1	4	-1	9	7	-10	4	-1.9
COc1ccc(N2CCN(C(CNC(=O)C(=O)NCc3cccnc3)c3ccco3)CC2)cc1 (stereo unspecified)	2	-2.1	-2	8	9	-3	-26	2	-1.6
COc1ccc(-n2cc(CN(C)CCO)c(-c3cccc(F)c3)n2)cc1	1	-2.7	-17	4	7	-9	14	5	-1.7
O=C(NCCC1=CCCCC1)C1CCN(S(=O)(=O)c2cccs2)CC1	-3	-1.1	-3	5	3	-10	-19	-2	0.2
N=C1C(=O)OCC1c1ccccc1NC(=O)c1ccccc1 (stereo unspecified)	1	-2.0	6	4	12	6	1	-1	-3.3
COc1cc(NC(=O)Nc2ccc(C)cc2)cc([N+](=O)[O-])c1	2	-4.2	-8	1	25	-5	7	5	-2.2
NC(=S)Nc1ccc(Oc2ccc(NC(N)=S)cc2)cc1	-1	-1.5	-4	3	2	-17	-6	-8	15*

Given field by field: part of the list above
Compound: COc1ccc(-n2cc(CN(C)CCO)c(-c3cccc(F)c3)n2)cc1
  IDE inh: 1
  VIM-2 inhibitor: -2.7
  pCIP destab: -17
  IDE cell activ: 4
  UBC9 SUMO inh: 7
  HCV NS3 hel inh: -9
  DNA FID counter: 14
  M18AAP inhibitor: 5
  IMP-1 inh: -1.7

Compound: O=C(NCCC1=CCCCC1)C1CCN(S(=O)(=O)c2cccs2)CC1
  IDE inh: -3
  VIM-2 inhibitor: -1.1
  pCIP destab: -3
  IDE cell activ: 5
  UBC9 SUMO inh: 3
  HCV NS3 hel inh: -10
  DNA FID counter: -19
  M18AAP inhibitor: -2
  IMP-1 inh: 0.2

Compound: N=C1C(=O)OCC1c1ccccc1NC(=O)c1ccccc1 (stereo unspecified)
  IDE inh: 1
  VIM-2 inhibitor: -2.0
  pCIP destab: 6
  IDE cell activ: 4
  UBC9 SUMO inh: 12
  HCV NS3 hel inh: 6
  DNA FID counter: 1
  M18AAP inhibitor: -1
  IMP-1 inh: -3.3

Compound: COc1cc(NC(=O)Nc2ccc(C)cc2)cc([N+](=O)[O-])c1
  IDE inh: 2
  VIM-2 inhibitor: -4.2
  pCIP destab: -8
  IDE cell activ: 1
  UBC9 SUMO inh: 25
  HCV NS3 hel inh: -5
  DNA FID counter: 7
  M18AAP inhibitor: 5
  IMP-1 inh: -2.2

Continuation:
SMILES	IDE inh	VIM-2 inhibitor	pCIP destab	IDE cell activ	UBC9 SUMO inh	HCV NS3 hel inh	DNA FID counter	M18AAP inhibitor	IMP-1 inh
O=C(COc1ccccc1[N+](=O)[O-])N/N=C/C=C/c1ccco1	-1	-1.7	-4	2	-11	9	-2	1	-3.3
Cc1ccc(NC(=O)N2CCCC2C(=O)Nc2ccc3c(c2)OCO3)cc1 (stereo unspecified)	1	-3.9	-5	5	-7	1	-3	4	-2.6
O=C/C(=C\Nc1ccc(S(=O)(=O)CCO)cc1)c1nc2cc(Cl)ccc2o1	-1	-1.2	-35	-2	-2	-3	-4	-6	-4.3
Cc1nc(SCC(=O)NCC2CCCO2)c2oc3ccccc3c2n1 (stereo unspecified)	-2	4.0	-22	-2	17	0	-20	0	-0.2
O=C(Nn1cnnc1)c1cc2cc(Br)ccc2oc1=O	1	-1.5	-4	1	13	-7	5	34*	-4.4
Cc1ccc(NS(=O)(=O)c2cc(N)ccc2Cl)c(C)c1	1	-0.4	-21	-1	10	36	-3	17	-0.1
CCCSc1nnc(Sc2nnnn2-c2ccccc2)s1	5	-3.1	1	2	14	-1	-13	9	-3.6
Fc1ccc(N2CCN(Cc3cnc(Cl)s3)CC2)cc1	-4	-3.3	-6	0	22	4	-5	-7	-2.9
CCn1nnc(NC(=O)c2ccc([N+](=O)[O-])o2)n1	-5	0.6	-16	2	-2	-1	-6	-1	-2.5
Cc1cccc(-c2nc(S(=O)(=O)c3ccc(F)cc3)c(NCCCN3CCOCC3)o2)c1	-2	1.1	1	-2	-9	-67	12	-3	-2.4
CCOC(=O)/C(=N\Nc1ccc(C(C)=O)cc1)c1csc(Nc2ccccc2)n1	7	-3.9	-18	0	14	2	-2	0	-2.1
COC(=O)N1CC(C)N(C(=O)OC)CC1C (stereo unspecified)	3	0.2	-2	9	6	1	-8	-1	-1.8
COc1ccc(C(=O)NCC(=O)OCCCOC(=O)CNC(=O)c2ccc(OC)c(OC)c2)cc1OC	5	-3.9	8	-2	6	-4	-24	2	-2.2
O=C(N[C@@H](Cc1ccccc1)C(=O)NC1CC1)c1ccc(Cl)cc1	-1	-1.2	-18	7	4	-6	-8	0	-0.7
CN1CCN(S(=O)(=O)c2ccc(-c3ccccc3)cc2)CC1	8	-4.8	7	-4	3	-12	0	0	-3.0
CCCN(CC(=O)Nc1ccccc1C)C(=O)c1cccc(S(=O)(=O)N2CCc3ccccc3C2)c1	-6	-3.5	1	-3	-11	-5	-47	2	-2.6
CCCCC(=O)N1CCCC(c2nc(-c3cccc(OC)c3)no2)C1 (stereo unspecified)	2	1.4	-9	-4	1	0	-27	-18	-0.6
Cc1cccc(N(C)C(=O)CN(C)S(=O)(=O)c2ccc3c(c2)c(=O)n(C)c(=O)n3C)c1	4	-2.2	-14	-3	3	-2	-35	0	-3.0
COc1ccc(-c2nnc(C3CCN(S(=O)(=O)c4ccccc4)CC3)o2)cc1	-1	-4.8	4	6	-5	8	-42	4	-2.9
COc1ccccc1N/C(=N/c1nc(C)cc(C)n1)NC(C)=O	·	-1.4	-4	·	-18	-1	3	-5	-1.9
COc1ccccc1N(C(=O)c1ccco1)C(C(=O)NC1CCCC1)c1ccc(N2CCOCC2)cc1 (stereo unspecified)	5	-1.7	-3	5	8	14	-47	7	0.5
CCOC(=O)C(Sc1nnc(-c2ccncc2)o1)C(C)=O (stereo unspecified)	4	-2.2	-13	-2	-4	-12	-2	-3	-7.6
CC(=O)Nc1ccc(S(=O)(=O)NCCCN2CCN(Cc3ccccc3)CC2)cc1Cl	8	-1.9	-8	6	7	4	7	1	-2.5
COc1cccc(-n2nnc3c(=O)n(CC(=O)NCC4CCCO4)cnc32)c1 (stereo unspecified)	-1	-2.7	6	0	2	9	-7	5	-3.9
COc1ccccc1C(=O)C1CCCN(Cc2ccc(Oc3ncccn3)cc2)C1 (stereo unspecified)	3	-1.0	-12	7	6	4	-2	2	-2.8

Other results:
SMILES	IDE inh	VIM-2 inhibitor	pCIP destab	IDE cell activ	UBC9 SUMO inh	HCV NS3 hel inh	DNA FID counter	M18AAP inhibitor	IMP-1 inh
Cc1cccc(NC(=O)CCS(=O)(=O)c2ccc3c(c2)NC(=O)CS3)n1	4	-2.0	5	-4	4	-3	-9	5	-3.2
COc1ccc(NC2CCCN(C(=O)CN3CCOC3=O)C2)cc1OC (stereo unspecified)	0	-0.1	-2	5	·	0	-5	4	-1.1
CC1=C(C)CC(C(=O)NCc2ccc3c(c2)OCO3)C(C(=O)O)C1 (stereo unspecified)	0	-1.2	5	4	2	7	-1	0	-1.5
O=C(CN1C(=O)S/C(=C\c2ccccc2F)C1=O)Nc1ccccc1O	-3	1.3	-12	-5	10	-11	7	-2	-1.6
CN(C)/C=N/c1nc2nccc(-c3cccnc3)n2n1	-1	-0.2	2	6	65*	-4	-1	-3	-1.5
CC(=O)C1=C(N2CCCCC2)CCC1=O	-6	-1.6	-26	1	4	9	-2	1	-4.2
Cc1ccc(CN2CCN(C(=O)C3CCCO3)CC2)cc1 (stereo unspecified)	1	0.8	10	7	7	-4	-4	14	3.0
CCOC(=O)[C@@H]1[C@H]2COc3ccc(Br)cc3[C@@H]2N2C(=O)N(c3ccc(C(F)(F)F)cc3)C(=O)[C@]12C	0	1.0	3	3	-9	-28	-31	2	-0.7
OCCN(CCO)c1ccc(C(c2ccc(Cl)cc2)c2ccc(N(CCO)CCO)cc2Cl)c(Cl)c1	5	-4.4	-12	-2	-20	-5	-20	-6	-4.1
CCC(CO)Nc1ncc([N+](=O)[O-])cc1C#N (stereo unspecified)	2	0.3	-14	-2	-2	11	0	6	0.2
COc1ccc(-n2c(CCc3ccccc3)n[nH]c2=S)cc1	2	-1.1	-9	4	19	-2	-20	10	-2.9
CCOCCCNC(=O)c1cccc(OC2CCN(S(C)(=O)=O)CC2)c1	3	0.2	-1	2	2	-1	-9	-3	-1.3
COc1ccc(-c2nc(CS(=O)CC(=O)N3CCc4ccccc4C3)c(C)o2)cc1 (stereo unspecified)	0	-5.7	1	1	10	7	-27	-13	-5.0
COc1ccc(C)cc1NC(=O)CN(c1ccccc1)S(C)(=O)=O	-2	-2.5	-20	-2	18	-3	-11	-11	-0.5
O=C(CCNS(=O)(=O)c1ccc(Br)s1)NC1CCCC1	1	-1.2	-2	-4	-16	4	-2	-2	-3.0
